Pin1 inh = blocks the human prolyl isomerase Pin1 | 0.009% of 390,000 active | AID 504891 | Pin1 FP peptide displacement, HiFluor488, 10 min | Potency, µM (titrated, usually from 115 µM), without a hit: top-dose activity, negative = inhibition, actives largely listed as inhibitors; active = well fitted inhibition curve with a large enough effect in the polarisation, with a control signal flat, not every such curve was filed as active; inconclusive = small, poorly fitted or top-dose-only effect, or effect the other way, or a change in a side signal; inactive = no such curve, though single readings can be large or run the other way; the % refers to the polarisation; note: % is set by controls: 0 for no effect and ±100 for the full control effect
JMJD2A Tudor = JMJD2A Tudor domain (human) inhibition | Potency, µM (titrated, usually from 114 µM), without a hit: top-dose activity change, negative = inhibition, actives largely listed as inhibitors | 4.4% of 390,000 active | AlphaScreen JMJD2A-Tudor / H3K4me3 peptide binding; note: % is set by controls: 0 for no effect and ±100 for the full control effect; nearly all actives have a fitted effect of over 50% in size
12-LOX inh = blocks human arachidonate 12S-lipoxygenase; Potency, µM (doses to about 108 µM), for the others: at the highest dose activity change, negative = inhibition, most hits filed as inhibitors; P18054; AID 1671190; purified 12hLO, xylenol orange hydroperoxide absorbance; 1.1% of 580,000 active; note: % is set by controls: 0 for no effect and ±100 for the full control effect
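Purified human 12hLO at 150 nM in 25 mM Hepes, 0.01% Triton X-100, pH 7.0, preincubated 15 min at room temperature with compound. Reaction started with 40 uM arachidonic acid, 30 min at room temperature. Hydroperoxide measured by Fe-xylenol orange, 573/405 nm absorbance ratio.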
HP1b binding inh = HP1-beta chromodomain-methylated histone interaction inhibition | AlphaScreen HP1-beta / biotin-H3K9me3 peptide binding | Potency, µM (titrated, usually from 114 µM), for the others: top-dose activity change, negative = inhibition, most hits filed as inhibitors | 0.56% of 390,000 active | P83916 | AID 540317; note: nearly all actives have a fitted effect of over 70% in size; inactives centre near 23
Target sequence (P83916 whole entry, looked up): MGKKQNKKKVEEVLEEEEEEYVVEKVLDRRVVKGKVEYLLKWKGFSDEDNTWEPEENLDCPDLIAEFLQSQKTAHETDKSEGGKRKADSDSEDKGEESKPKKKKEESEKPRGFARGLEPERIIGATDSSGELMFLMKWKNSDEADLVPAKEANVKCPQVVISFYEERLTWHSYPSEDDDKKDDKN
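AlphaScreen: HP1-beta (50 nM) preformed 30 min with biotin-H3(1-18)K9me3 peptide (50 nM) in PBS pH 7.4, 0.01% Tween-20. Compound added for 30 min at RT, then streptavidin donor/nickel chelate acceptor beads (10 ug/mL) for 30 min.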
Tb PGK inh = inhibitors of T. brucei phosphoglycerate kinase; PGK/GAPDH coupled, Kinase-Glo luminescence, 60 min; Potency, µM (top dose mostly 57.5 µM), inactives show top-dose activity change, negative = inhibition, most hits filed as inhibitors; 0.043% of 380,000 active; note: % is set by controls: 0 for no effect and ±100 for the full control effect; nearly all actives have a fitted effect of over 60% in size
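Luminescent ATP detection (Kinase-Glo Plus) follows a 60-minute room-temperature incubation, with wells lacking PGK as controls. Buffer: 100 mM TEA (pH 7.6), 5 mM MgCl2, 0.01% Tween-20. Coupling enzyme GAPDH (100 nM final) supplies unstable 1,3-BPG in-well.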
GLS inhibitor = glutaminase GLS (human) inhibition; Potency, µM (series often up to 45.5 µM), for the others: at the top dose activity change, negative = inhibition, usual class: inhibitors; AID 624170; O94925; 0.21% of 410,000 active; GLS enzymatic activity, qHTS titration; note: % is set by controls: 0 for no effect and ±100 for the full control effect
Target sequence (O94925 whole entry, looked up): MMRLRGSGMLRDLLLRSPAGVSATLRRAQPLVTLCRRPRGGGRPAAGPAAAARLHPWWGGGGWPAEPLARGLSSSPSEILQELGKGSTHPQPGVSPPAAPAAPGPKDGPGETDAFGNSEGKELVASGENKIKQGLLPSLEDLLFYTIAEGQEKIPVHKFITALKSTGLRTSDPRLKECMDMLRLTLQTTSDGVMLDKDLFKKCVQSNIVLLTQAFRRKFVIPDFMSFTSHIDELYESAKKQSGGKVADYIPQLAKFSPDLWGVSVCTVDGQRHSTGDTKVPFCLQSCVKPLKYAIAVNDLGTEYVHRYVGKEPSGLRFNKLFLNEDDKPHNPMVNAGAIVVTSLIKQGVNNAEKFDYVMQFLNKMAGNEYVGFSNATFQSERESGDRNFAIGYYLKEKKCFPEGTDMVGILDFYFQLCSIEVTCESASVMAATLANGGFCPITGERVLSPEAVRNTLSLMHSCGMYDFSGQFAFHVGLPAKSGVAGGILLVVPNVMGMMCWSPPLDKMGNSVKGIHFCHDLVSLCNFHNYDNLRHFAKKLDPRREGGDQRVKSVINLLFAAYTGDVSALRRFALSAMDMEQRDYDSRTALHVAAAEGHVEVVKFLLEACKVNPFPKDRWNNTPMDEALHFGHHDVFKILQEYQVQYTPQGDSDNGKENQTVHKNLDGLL
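hKGA; 45 mM KH2PO4 pH 8.2 + 0.02% Tween-20; cpd via pin tool; 1 mM Gln soln; GluOx/HRP/Amplex Red; RT 30 min; fluor. t0 & final.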
rTrxR1 inhibitor = inhibitors of rat thioredoxin reductase 1; 1% of 390,000 active; Potency, µM (highest dose often 114 µM), for the others: top-dose activity change, negative = inhibition, actives largely listed as inhibitors; AID 588453; recombinant rTrxR1, NADPH fluorescence consumption, selenite substrate; O89049; note: % is set by controls: 0 for no effect and ±100 for the full control effect; nearly all actives have a fitted effect of over 65% in size
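Rat TrxR1 (90 nM in the dispensed reagent) was pre-reduced with 400 uM NADPH for 5 min at room temperature, then incubated with compound for 15 min. After 400 uM selenite was added, NADPH fluorescence (Ex 340/Em 450 nm) was followed for 8 min.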
ERG Ets-DNA blk = ERG Ets/DNA interaction inhibition; AID 624246; 0.028% of 370,000 active; Potency, µM (top dose mostly 76.9 µM), without a hit: at the top dose FP activity, negative = inhibition, usual class: inhibitors; P11308; fluorescence polarization, His-ERG Ets domain / labelled DNA; active = well fitted inhibition curve with a large enough effect in the polarisation, with a control signal flat; inconclusive = small, poorly fitted or top-dose-only effect, or effect the other way, or a change in a side signal; inactive = no such curve, though single readings can be large or run the other way; the % refers to the polarisation;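 note: polarization taken with two DNA probes labelled with fluorescein and Texas red; % of control where 0% means no effect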
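His-tagged ERG Ets domain (1 uM in the protein solution; 300mM KCl, 50mM Tris-HCl, 1mM EDTA, 1mM DTT, pH 7.5) received compound, then a probe mix of 5 nM fluorescein-DNA and 100nM Texas-615-DNA. Fluorescence polarization was read for both dyes.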
RGS4 inh = human RGS4 inhibition | P49798 | Transcreener GDP fluorescence polarization, RGS4-accelerated GTP hydrolysis | Potency, µM (series often up to 114 µM), for the others: at the highest dose activity change, negative = inhibition, usual class: inhibitors | 0.039% of 390,000 active; note: % is set by controls: 0 for no effect and ±100 for the full control effect; nearly all actives have a fitted effect of over 75% in size; some results filed as inactive show a strong effect at the top dose
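MLSMR compounds (23 nl, pin-transferred) preincubated 10 min at room temperature with a 500nM (2x) first reagent, then RGS4 at 900nM (2x) plus Transcreener GDP mix added; fluorescence polarization (620/688 nm) read before and after 90 min at 30 °C.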
Active calls of the source: *; i = inactive; ? = inconclusive; / = no result given; [ ] = remark or other dose. Unless noted, calls come from the whole dose curve; as a rule, active = well fitted curve in the direction sought with a large enough effect; inconclusive = small, poorly fitted or top-dose-only effect, or another doubt; inactive = no such curve, though single readings can be large; an effect the other way counts as inactive or inconclusive. Potency is the fitted concentration of half-maximal effect. An excerpt. The share of hits here may be higher or lower than overall.

SMILES	Pin1 inh	JMJD2A Tudor	12-LOX inh	HP1b binding inh	Tb PGK inh	GLS inhibitor	rTrxR1 inhibitor	ERG Ets-DNA blk	RGS4 inh
Cc1cc(Nc2cccc(C)c2C)n2cnnc2n1	-14%	1%	-13%	51%[activator]	i	-2%	-12%	3%	-21%
CC1O[C@@H]2O[C@](O[C@H](C)CC[C@@H](C)O)(c3ccccc3)O[C@@H]2C[C@H]1O (stereo not given in full)	-3%	-8%	-15%	18%	0%	1%	17%	-3%	27%
Cc1ccc(C(=O)Nn2cnc3scc(-c4cccs4)c3c2=O)c(O)c1	2%	-13%	-11%	25%	/	4%	7%	-13%	4%
COc1ccc(C(=O)/C=C2/C(=O)Nc3ccccc32)cc1OC	11%	-15%	-20%	20%	0%	6%	-16%[57.1 µM]	5%	-30%
COc1ccc(C(=O)NCCCNC(=O)c2cc3ccccc3[nH]2)cc1OC	5%	-13%	?	42%[activator]	-1%	3%	6%[57.1 µM]	2%	7%
COC(=O)CCCC(=O)N1CCCC(CCC(=O)NCc2ccc(F)c(F)c2)C1 (stereo not given)	-9%	5%	-3%	57%[activator]	0%	-17%	39%[57.1 µM]	-4%	-10%
Cc1cccc(C(=O)NCc2nnc(SCC(=O)NC3=NCCS3)n2C)c1	-1%	40µM*	?	16%	-2%	-3%	4%[57.1 µM]	-2%	-19%
Cc1sc2ncnc(N3CCC(C(=O)Nc4ccc(F)cc4Cl)CC3)c2c1C	6%	-19%	?	41%[activator]	-12%	-8%	6%	11%	-20%
CCCNC(=O)CN(C)S(=O)(=O)c1c(C)cc(C)cc1C	-5%	-9%	-19%	17%	i	-2%	12%[57.1 µM]	-6%	-7%
CN(CC(=O)NCc1ccco1)CC(=O)Nc1ccc(F)c(F)c1F	0%	-10%	-1%	29%	2%	-4%	-4%	-6%	3%
O=C(N/N=C/c1cn(-c2ccccc2)nc1-c1cccnc1)c1ccc(F)cc1	3%	-25%	459%[activator]	15%	1%	0%	-25%	15%	13%
COc1ccc(-c2cc3ncc(C(=O)c4cc([N+](=O)[O-])ccc4O)cn3n2)cc1	10%	-18%	-17%	19%	-9%	1%	-3%	9%	-3%
CCn1cc(C(=O)N2CCN(c3ccc(F)cc3)CC2)c2cc(OC)c(OC)cc2c1=O	-6%	-7%	-11%	0%	-9%	0%	12%	-2%	5%
CC(NS(=O)(=O)OCC(Cl)(Cl)Cl)c1ccc(Br)cc1 (stereo not given)	-2%	25%	?	84%[activator]	i	-9%	24%	-21%	-3%
c1ccc2sc(NC3=NCN(CC4CCCO4)CN3)nc2c1 (stereo not given)	-4%	-6%	-1%	4%	-1%	4%	13%[57.1 µM]	?	-9%
CC(/C=N\NC(=O)c1ccc(C)nc1)=C\c1ccccc1	2%	1%	0%	21%	-8%	4%	-9%[11.4 µM]	3%	-5%
Cc1cccc2cc(C(c3nnnn3CC3CCCO3)N3CCOCC3)c(=O)[nH]c12 (stereo not given)	-7%	-8%	0%	29%	3%	-20%	-13%	5%	-2%
CCC(=O)Nc1cccc(C(=O)/C=C/c2ccc(F)cc2)c1	?	-8%	-3%	39%	-5%	7%	-18%	2%	-11%[11.4 µM]
O=C(CSc1nccn1Cc1ccco1)Nc1cc(C(F)(F)F)ccc1Cl	2%	?	-29%	-15%[57 µM]	i	-13%	18%[57.1 µM]	-2%	-12%
CCOC(=O)CC(=O)CSc1nc2c(c(C)c1C#N)CCC2	3%	-19%	?	31%	-12%	11%	?	3%	-5%
COc1cccc(NC(=O)/C=C/c2ccccc2[N+](=O)[O-])c1	-1%	-17%	-5%	-8%	i	9%	5%[57.1 µM]	1%	-33%
Cc1ccc(OCc2nnc(SCC(=O)CC(=O)Nc3ccccc3)o2)cc1	6%	-16%	-7%	43%[activator]	-7%	9%	-1%[57.1 µM]	-4%	-24%
Cc1c(N=C2SCC(=O)N2/N=C/c2ccccc2Cl)c(=O)n(-c2ccccc2)n1C	1%	-19%	-2%	-7%	-5%	1%	2%	-5%	1%
CCC(CC)=N/N=C/c1c(O)n(CC)c2cc(C3=NNC(=O)CC3)ccc12	36%[activator]	-22%	0%	27%	-2%	-7%	-55%	-10%	-16%
NC1=NC(=O)S/C1=C\c1ccc(O)cc1	13%	-17%	-13%	2%	-6%	20%	-24%	4%	-26%
SMILES	Pin1 inh	JMJD2A Tudor	12-LOX inh	HP1b binding inh	Tb PGK inh	GLS inhibitor	rTrxR1 inhibitor	ERG Ets-DNA blk	RGS4 inh
CCOc1ccc(C(=O)NC(=S)Nc2cccnc2)cc1[N+](=O)[O-]	-1%	?	-1%	-5%	7%	?	-43%	8%	?
Cc1ccc(CSC(Nc2ccc(F)cc2)=C(C#N)C#N)cc1	3%	?	?	-10%	1%	13%	-4%	-1%	9%
O=S(c1ccccc1)C(c1ccccc1)c1ccccc1 (stereo not given)	-3%	-1%	32µM*	55%[activator]	1%	-1%	9%[57.1 µM]	-1%	-12%
CCOC(=O)c1cc(-c2ccccc2)sc1NC(=O)CN1C(=O)c2ccccc2C1=O	-3%	-12%	146%[activator]	20%	5%	11%	-1%	-7%	-4%
CCc1ccc(NC(=O)CCC(=O)Nc2nnc(C(C)C)s2)cc1	-2%	-6%	-9%	31%	-10%	0%	22%	5%	14%
O=Nc1c(O)n(Cc2ccc(Cl)c(Cl)c2)c2ccccc12	1%	?	-48%	-18%	-1%	21%	6%	-2%	-9%
CCOC(=O)/C(C#N)=C/Nc1ccccc1OC(F)(F)F	4%	-2%	?	9%	1%	4%	2%[57.1 µM]	8%	-5%
N#CCCN(C(=O)CCl)c1cccc(Cl)c1	-5%	9%	-21%	50%[activator]	-4%	-3%	8.9µM*	-4%	-3%
CC(C)C(C(=O)NCC1CCCO1)N(Cc1ccco1)C(=O)CNS(=O)(=O)c1ccccc1 (stereo not given)	0%	-10%	0%	-3%	-1%	-1%	28%	3%	11%
COc1cc(/C=N/NC(=S)NCc2ccccc2)ccc1OCC#N	6%	-6%	?	2%	-3%	17%	24%[57.1 µM]	4%	5%
O=C(/C=C/c1ccccc1)NNC(=O)c1cccs1	-7%	-4%	13%	31%	-3%	-4%	20%[57.1 µM]	10%	-19%
CCc1ccccc1NC(=O)CN(C)C(=O)COC(=O)c1c(Cl)cccc1Cl	6%	-4%	7%	43%[activator]	-4%	12%	8%	12%	16%
C/C(=N\Nc1cc(Cl)nc(C)n1)c1ccc(C)cc1	4%	-15%	16%	2%	i	-5%	22%	-1%	-9%
Cc1ccc(NNC(=O)c2c(F)cccc2Cl)cc1Cl	-9%	-20%	?	13%	-6%	?	9%[57.1 µM]	-7%	-12%
Cc1cc(C)c2c(CN3CCOCC3)cc(=O)oc2c1C	0%	-9%	?	26%	-1%	-2%	12%[57.1 µM]	8%	-17%

Arranged by molar mass (highest first): 4 of the compounds above
SMILES	Pin1 inh	JMJD2A Tudor	12-LOX inh	HP1b binding inh	Tb PGK inh	GLS inhibitor	rTrxR1 inhibitor	ERG Ets-DNA blk	RGS4 inh
Cc1c(N=C2SCC(=O)N2/N=C/c2ccccc2Cl)c(=O)n(-c2ccccc2)n1C	1%	-19%	-2%	-7%	-5%	1%	2%	-5%	1%
CC1O[C@@H]2O[C@](O[C@H](C)CC[C@@H](C)O)(c3ccccc3)O[C@@H]2C[C@H]1O (stereo not given in full)	-3%	-8%	-15%	18%	0%	1%	17%	-3%	27%
COc1cccc(NC(=O)/C=C/c2ccccc2[N+](=O)[O-])c1	-1%	-17%	-5%	-8%	i	9%	5%[57.1 µM]	1%	-33%
Cc1cc(Nc2cccc(C)c2C)n2cnnc2n1	-14%	1%	-13%	51%[activator]	i	-2%	-12%	3%	-21%

By substructure, the compounds so far containing an NH in an aromatic ring (2)
SMILES	Pin1 inh	JMJD2A Tudor	12-LOX inh	HP1b binding inh	Tb PGK inh	GLS inhibitor	rTrxR1 inhibitor	ERG Ets-DNA blk	RGS4 inh
COc1ccc(C(=O)NCCCNC(=O)c2cc3ccccc3[nH]2)cc1OC	5%	-13%	?	42%[activator]	-1%	3%	6%[57.1 µM]	2%	7%
Cc1cccc2cc(C(c3nnnn3CC3CCCO3)N3CCOCC3)c(=O)[nH]c12 (stereo not given)	-7%	-8%	0%	29%	3%	-20%	-13%	5%	-2%

Compound activity from PubChem.
